Screening data as filed in PubChem.
Runt-SMMHC FRET: blocks binding of human RUNX1 Runt domain to CBFb-SMMHC | Q01196+Q13951 | Cerulean-Runt/Venus-CBFb-SMMHC FRET ratio 530/480, 1 h | inhibition, % at 20 µM | 220,000 compounds, 0.74% hits;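 active = mean inhibition across duplicate retests at 20 µM reaching about 50%, limit read from the data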;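 also: 0% = DMSO wells and 100% = wells with excess untagged CBFb-SMMHC; inhibitors lower the FRET ratio by blocking Runt binding to CBFb-SMMHC; some results filed as inactive read as strong as hits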
p47phox inh: p47phox (human) inhibition; P14598; p47phox/p22phox peptide binding, fluorescence polarization, 2 h; inhibition, % at 24.7 µM; 220,000 compounds, 0.53% hits; AID 1274;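 active = inhibition above about 30%, limit read from the data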;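 also: 0% = p47phox with labelled peptide and 100% = labelled peptide alone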
Runt-CBFb FRET: inhibitors of human RUNX1 Runt domain binding to CBFb; Q01196+Q13951; Cerulean-Runt/Venus-CBFb FRET ratio 530/480, 1 h; inhibition, % at 20 µM; 220,000 compounds, 0.46% hits;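 active = inhibition over about 50% at 20 µM in the single-dose screen, limit read from the data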;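 also: 0% = DMSO wells and 100% = excess unlabeled CBFb competitor control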
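test system = Cerulean-Runt domain fusion protein, energy donor | probe or stimulus = Venus-CBFb binding partner, 100 nM | incubation = two 1 h room-temperature incubations shielded from light | detection = fluorescence energy transfer, 422 nm excitation, 530/480 nm emission | measure = loss of energy transfer signal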
Tb hexokinase: T. brucei hexokinase 1 inhibition; 220,000 compounds, 0.11% hits; inhibition, % at 10 µM; recombinant TbHK1, G6PDH-coupled NADH A340;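 active = inhibition of 50% or more in the single-dose primary screen; inactive = inhibition below 50%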
EBV gp42 inh: inhibitors of Epstein-Barr virus glycoprotein 42; Q1HVG2; Fluorescence polarization binding assay, mP read-out; inhibition, % (tested at 21.74 µM); 220,000 compounds, 0.42% hits; in the data active = inhibition above about 50%
m-calpain inh: inhibitors of pig calpain II | inhibition, % at 16 µM | AID 1236 | 220,000 compounds, 0.37% hits | purified calpain II, fluorogenic peptide substrate, 30 min;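 active = inhibition above about 50%, limit read from the data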
RBBP9 inh: blocks human serine hydrolase RBBP9 | O75884 | recombinant RBBP9, FP-Rh probe fluorescence polarization | inhibition, % at 7.94 µM | 220,000 compounds, 0.2% hits;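 active = inhibition above the campaign mean of all tested compounds plus 3 SD, cut at about 14% in these data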;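 also: plate controls were DMSO wells with RBBP9 for no effect and wells lacking RBBP9 protein for full effect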
Target sequence (O75884 whole entry, looked up): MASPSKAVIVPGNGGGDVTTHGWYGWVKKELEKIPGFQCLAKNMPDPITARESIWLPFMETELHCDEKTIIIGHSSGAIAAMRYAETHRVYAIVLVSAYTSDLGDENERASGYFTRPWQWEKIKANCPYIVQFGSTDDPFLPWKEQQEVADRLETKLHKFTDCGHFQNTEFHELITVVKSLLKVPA
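System: RBBP9 protein / Quantity: 2.5 µM RBBP9 dispensing solution, before mixing / Also added: Serine-hydrolase probe FP-Rh, 375 nM pre-mixing / Dosing: 7.94 µM single dose, 0.794% DMSO / Timing: enzyme-compound preincubation 30 min, then probe labeling 45 min, 25 °C / Signal: FP readout at 525/598 nm / Controls: DMSO-treated enzyme wells and wells lacking RBBP9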
p97 ATPase inh: inhibitors of human p97 ATPase. P55072. AID 1481. 220,000 compounds, 0.42% hits. recombinant p97 ATPase, Kinase-Glo ATP luminescence, 3 h. inhibition, % at 8 µM; in the data active = inhibition above about 15%;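 also: 0% = DMSO vehicle and 100% = wells lacking enzyme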
Furin inh: inhibitors of human furin; inhibition, % at 30 µM; purified furin, fluorogenic substrate cleavage; P09958; 220,000 compounds, 0.061% hits; AID 463115; in the data active = inhibition above about 25%; also: inactives centre near -15
Target sequence (P09958 108-714 limits assumed): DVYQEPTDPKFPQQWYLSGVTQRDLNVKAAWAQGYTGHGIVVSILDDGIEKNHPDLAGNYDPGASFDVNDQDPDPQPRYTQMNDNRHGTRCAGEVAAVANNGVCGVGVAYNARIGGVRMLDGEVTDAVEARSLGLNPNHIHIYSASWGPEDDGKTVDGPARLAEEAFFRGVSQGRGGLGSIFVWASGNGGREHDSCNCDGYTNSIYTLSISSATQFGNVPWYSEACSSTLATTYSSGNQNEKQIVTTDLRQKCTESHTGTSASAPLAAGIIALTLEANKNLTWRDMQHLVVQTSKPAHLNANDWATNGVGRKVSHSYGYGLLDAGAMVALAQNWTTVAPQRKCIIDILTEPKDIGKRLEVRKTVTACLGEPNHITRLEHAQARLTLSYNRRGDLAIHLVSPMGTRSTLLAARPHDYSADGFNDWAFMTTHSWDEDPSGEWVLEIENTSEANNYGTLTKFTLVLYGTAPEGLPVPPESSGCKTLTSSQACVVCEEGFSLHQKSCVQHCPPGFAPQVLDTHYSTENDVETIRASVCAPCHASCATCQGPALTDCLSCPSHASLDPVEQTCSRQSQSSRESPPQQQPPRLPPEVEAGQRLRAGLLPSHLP
Numbers without * were called inactive; & = joins results of further samples; [ ] = dose if it differs, or a comment.

SMILES	Runt-SMMHC FRET	p47phox inh	Runt-CBFb FRET	Tb hexokinase	EBV gp42 inh	m-calpain inh	RBBP9 inh	p97 ATPase inh	Furin inh
Cc1cccc(C)c1Nc1nnc(SCc2cc([N+](=O)[O-])cc3c2OCOC3)s1	1	-5	2	8	-2	-29	-9	2	-11[20 µM]
Cc1ccc(S(=O)(=O)NC(CC(=O)NC2CCCC2)c2ccco2)cc1 (stereo not drawn)	3	-2	-1	6	-5	20	-1	5	-28
Cc1nc(CS(=O)(=O)c2ccc(Cl)cc2)cc(N2CCOCC2)n1	7	-6	0	3	-4	-12	-2	3	-25[20 µM]
Cc1cc(=O)[nH]c2c1c(C)nn2C1CCOC(C)(C)C1 (stereo not drawn)	-2	-14	2	0	-22	7	-3	4	-18[20 µM]
CC1CCN(CCc2nc3cc(NC(=O)NC4CCCCC4)ccc3n2C)CC1	0	-8	-2	0	-3	9	-7	3	-10[20 µM]
CCn1c2ccccc2c2cc(NC(=O)COC(=O)c3cc(S(N)(=O)=O)c(Cl)cc3Cl)ccc21	0	-17	-1	9	-12	-112	-11	4	6
O=C(CN1CCC(n2nnc3cc(F)ccc32)CC1)N1CCc2ccccc2C1	3	-5	-2	1	-19	-6	-13	-3	-25
Cc1c(/C=N/NC(=O)c2cccnc2)c2ccccc2n1Cc1ccccc1	-9	-68	-12	-1	-13	-39	-9	5	-19
COCCNc1nnc(SCC(=O)c2c[nH]c3ccccc23)s1	4	2	-1	-2	13	19	1	-5	-3
O=C(COC(=O)c1cc(-c2cccc(Br)c2)nc2ccccc12)NCC1CCCO1 (stereo not drawn)	-9	-25	-2	-4	10	4	-3	-4	1
CCc1ccc(NC(=O)c2cnn(-c3ccccc3)c2C)cc1	2	-8	-2	-1	-15	-10	-6	-3	-30
Cc1nc2nc3c(c(=O)n2[nH]1)CCCC3	-8	-4	-2	-6	-15	5	0	1	-23
CCOC(=O)C1CCN(Cc2cn(C)nc2-c2ccc(Oc3ccccc3)cc2)CC1	0	3	0	-9	-8	10	2	-2	-15
Cc1ccnc(NS(=O)(=O)c2ccc(NC(=O)Cc3cccs3)cc2)n1	-2	-38	1	2	22	-7	7	6	-29[20 µM]
C/C(=N\NC(=O)COc1ccccc1[N+](=O)[O-])c1cccs1	1	-3	0	-8	2	12	1	3	-20
COc1ccccc1NC(=O)CSc1nnc(Cn2c(=O)sc3ccccc32)n1C	2	-4	1	0	-11	-7	-1	3	-29
Cc1cc(C)cc(NC(=O)c2cc(S(=O)(=O)NCc3ccco3)ccc2F)c1	1	-13	1	6	-2	-22	1	-6	-4
CC(=O)NCC(=O)OCC(=O)c1ccc(C)cc1	2	6	-1	2	6	19	-6	-3	-4
Cc1ccc(CN2CCN(Cc3ccc(C)s3)CC2CCO)cc1 (stereo not drawn)	0	-5	1	2	-13	8	-10	1	-20
COc1cc2c(cc1OC)-c1cc(Nc3ccccc3)nc(=O)n1CC2	4	-6	3	-63	-1	-31	3	2	-1
O=C(NCCCN1CCOCC1)C(=O)N/N=C/c1ccc(F)cc1	-1	-8	-1	2	7	-15	-6	9	-44
CC(C)C(=O)NC(CC(=O)O)c1ccccc1 (stereo not drawn)	-3	-4	-1	-24	-3	-22	-10	0	-15
Cc1cc(C)n2nc(C(=O)NC3CCCc4ccccc43)nc2n1 (stereo not drawn)	3	-4	0	4	-14	-8	11	6	-23
N#Cc1c(NC(=S)NC(=O)c2ccccc2)sc2c1CCN(CCc1ccccc1)C2	82*	-34	4	-3	-58	-54	2	-1	-7
OCCC1CN(Cc2cccc(O)c2)CCN1CCc1ccccc1 (stereo not drawn)	0	6	-1	7	0	17	-6	-6	-4
Cc1ccc2[nH]c(=O)c(CN(CCc3ccccc3)C(=O)N3CCOCC3)cc2c1	-5	-14	-3	-13	-6	-43	-9	-3	-8
Cc1nnc2ccc(-c3cccc(NC(=O)c4ccc(Br)o4)c3)nn12	4	-7	-3	-10	-8	3	-7	5	-20
Cc1nn(-c2ccc(Cl)cc2)c(Cl)c1/C=C(\C#N)C(N)=O	-5	-2	-2	-18	-29	17	11	6	14
Cc1cccc(Cn2c(=O)c3c(nc4n3CCCN4Cc3ccccc3)n(C)c2=O)c1	-4	-11	-1	3	-12	18	-10	-5	-11
Nc1ccc(Oc2c(Cl)cccc2Cl)nc1	-44	-10	-2	-5	-4	-19	-3	4	-6

Quoted at random: five compounds from above
SMILES	Runt-SMMHC FRET	p47phox inh	Runt-CBFb FRET	Tb hexokinase	EBV gp42 inh	m-calpain inh	RBBP9 inh	p97 ATPase inh	Furin inh
Cc1cccc(Cn2c(=O)c3c(nc4n3CCCN4Cc3ccccc3)n(C)c2=O)c1	-4	-11	-1	3	-12	18	-10	-5	-11
COc1ccccc1NC(=O)CSc1nnc(Cn2c(=O)sc3ccccc32)n1C	2	-4	1	0	-11	-7	-1	3	-29
Nc1ccc(Oc2c(Cl)cccc2Cl)nc1	-44	-10	-2	-5	-4	-19	-3	4	-6
Cc1nnc2ccc(-c3cccc(NC(=O)c4ccc(Br)o4)c3)nn12	4	-7	-3	-10	-8	3	-7	5	-20
CC(C)C(=O)NC(CC(=O)O)c1ccccc1 (stereo not drawn)	-3	-4	-1	-24	-3	-22	-10	0	-15

Further compounds follow.
SMILES	Runt-SMMHC FRET	p47phox inh	Runt-CBFb FRET	Tb hexokinase	EBV gp42 inh	m-calpain inh	RBBP9 inh	p97 ATPase inh	Furin inh
COc1ccc(C)cc1NC(=O)NCc1ccccc1F	-3	5	2	1	12	17	-6	-4	-1
CC(=O)Nc1ccc(-c2cc(C(=O)O)c3ccc(C)cc3n2)cc1	-9	-4	-1	-48	-11	-318	-13	9	-2
CCCN(Cc1ccccc1)C(=S)NC(=O)c1ccccc1[N+](=O)[O-]	2	-6	-2	1	-3	0	3	1	-17
CCCCC1=NN(C(=O)c2cccnc2)C(O)(C(F)(F)F)C1 (stereo not drawn)	-1	-3	0	-11	-6	-12	-9	-7	-13
CCOC(=O)c1ccc(NC(=O)COc2ccc(S(=O)(=O)NC(C)CC)cc2)cc1 (stereo not drawn)	-7	-8	-1	-3	-19	-5	-11	-4	-23[20 µM]
CCOC(=O)c1c(NC(=O)CC)sc(C(=O)N2CCCCC2)c1C	3	-6	0	-4	12	17	4	-10	-7[20 µM]
CNc1nc(SCc2ccc(C)cc2)nc2c1CCCC2	-4	-3	-1	4	-9	32	-1	-1	-23
Cc1ccc(-c2cc(C(=O)Nc3ccc(S(=O)(=O)Nc4nccs4)cc3)c3ccccc3n2)c(C)c1	28	-29	17	-5	-6	-4	-4	0	-16
CCN1CCN(c2ncnc3c2nnn3Cc2ccccc2)CC1	2	-10	-1	4	-28	-7	7	-1	-7
CCOc1[nH]n(-c2ccccc2)c(=O)c1C=Nc1ccc(C)cc1	0	8	-1	-8	-3	-27	-5	1	-20
Cc1c(NC(=O)CN2C(=O)c3ccccc3C2=O)c(=O)n(-c2ccccc2)n1C	1	-1	0	-2	4	-33	6	-2	-13
CCN(CC)S(=O)(=O)c1ccc2[nH]cc(C(=O)NCCc3ccc(OC)c(OC)c3)c(=O)c2c1	2	2	1	-5	-19	-14	-4	-3	-38[20 µM]
CCNc1nc(Oc2ccc(F)cc2)cc(C(F)(F)F)n1	2	2	1	8	10	27	-10	-2	-14
C=CCn1c(O)c(N=Nc2nc3ccccc3c(=O)n2-c2ccccc2)c2ccccc21	0	1	0	-11	2	-11	6	1	-13
CC(C)CNc1nc(Oc2ccc(=O)n(-c3ccccc3)n2)nc(N2CCOCC2)n1	0	-3	-2	-5	-4	-26	-2	-2	-17

The closing 2 compounds of the section above lead into the next:
SMILES	Runt-SMMHC FRET	p47phox inh	Runt-CBFb FRET	Tb hexokinase	EBV gp42 inh	m-calpain inh	RBBP9 inh	p97 ATPase inh	Furin inh
C=CCn1c(O)c(N=Nc2nc3ccccc3c(=O)n2-c2ccccc2)c2ccccc21	0	1	0	-11	2	-11	6	1	-13
CC(C)CNc1nc(Oc2ccc(=O)n(-c3ccccc3)n2)nc(N2CCOCC2)n1	0	-3	-2	-5	-4	-26	-2	-2	-17
CCOC(=O)C(C)c1nn(C)c(=O)c2ccccc12 (stereo not drawn)	3	1	-1	2	-22	-1	-5	2	-23
O=C(Cc1cc(=O)[nH][nH]1)N/N=C/c1cccc(Cl)c1Cl	0&-2	-1&2	0&-4	-2&4	-35&-8	10&-23	-9&-1	4&3	-11&-16
CCOc1ccc(NS(=O)(=O)c2ccc3c(c2)CCN3C(=O)CCC(=O)O)cc1	-3	-5	-1	-13	2	6	-2	-2	-22
CCOC(=O)c1c(/N=C/c2ccc(C)cc2O)sc2c1CCC2	31	-179	23	-9	19	-6	-12	3	6
O=[N+]([O-])c1cc(C(F)(F)F)cc([N+](=O)[O-])c1NCCCNc1ccc([N+](=O)[O-])c2cccnc12	-4	0	-5	1	7	19	-8	-1	-10
Cc1ccc(NCCC(=O)c2ccc(Br)cc2)cc1	-7	-6	0	-12	-23	-10	-1	2	-14[20 µM]
CCCC1=[N+](CC(=O)c2ccccc2)CCn2cccc21	-21	-9	-12	-40	-18	-27	2	1	-1
CCOC(=O)NNC(=O)NCCCCCCNC(=O)NNC(=O)OCC	1	2	-1	-6	-8	-16	5	5	-15
CCc1nnc(NC(=O)c2cccc(S(=O)(=O)N3CCc4ccccc43)c2)s1	-4	-5	2	-9	-29	6	-8	2	-29

Results in m-calpain inh, EBV gp42 inh and p97 ATPase inh (2 entries from above):
mol,m-calpain inh,EBV gp42 inh,p97 ATPase inh
Cc1ccc(NCCC(=O)c2ccc(Br)cc2)cc1,-10,-23,2
CCCC1=[N+](CC(=O)c2ccccc2)CCn2cccc21,-27,-18,1
